# Bioassay records (PubChem)
# HP1b binding inh: HP1-beta chromodomain-methylated histone interaction inhibition. 390,000 tested, 0.56% active. AlphaScreen HP1-beta / biotin-H3K9me3 peptide binding. Potency, µM (doses to about 114 µM), for the others: at the highest dose activity change, negative = inhibition, actives largely listed as inhibitors. P83916; also: nearly all actives have a fitted effect of over 70% in size; inactives centre near 23
# Target sequence (P83916 whole entry, looked up): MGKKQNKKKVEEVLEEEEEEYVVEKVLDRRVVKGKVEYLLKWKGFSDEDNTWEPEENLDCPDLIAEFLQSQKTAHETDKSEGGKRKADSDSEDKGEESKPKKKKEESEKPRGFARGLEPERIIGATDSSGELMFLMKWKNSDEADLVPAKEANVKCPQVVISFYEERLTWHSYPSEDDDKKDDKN
#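 HP1-beta protein (50 nM final) preincubated 30 min at room temperature with biotinylated H3(1-18)K9me3 peptide (50 nM) in PBS pH 7.4, 0.01% Tween-20, then compound added for 30 min. AlphaScreen streptavidin donor/nickel chelate acceptor beads (10 ug/mL final), 30 min dark, luminescence read.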
# ALOX12 inh: ALOX12 (human) lipoxygenase inhibition; AID 1671190; 580,000 tested, 1.1% active; P18054; purified 12hLO, xylenol orange hydroperoxide absorbance; Potency, µM (top dose mostly 108 µM), without a hit: top-dose activity change, negative = inhibition, most hits filed as inhibitors; also: % is scaled to controls: 0 for no effect and ±100 for the full control effect
#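 Purified human 12hLO at 150 nM in 25 mM Hepes, 0.01% Triton X-100, pH 7.0, preincubated 15 min at room temperature with compound. Reaction started with 40 uM arachidonic acid, 30 min at room temperature. Hydroperoxide measured by Fe-xylenol orange, 573/405 nm absorbance ratio.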
# Pin1 inhibitor: blocks the human prolyl isomerase Pin1 | Q13526 | 390,000 tested, 0.009% active | Pin1 FP peptide displacement, HiFluor488, 10 min | Potency, µM (titrated, usually from 115 µM), without a hit: top-dose activity, negative = inhibition, hits mostly inhibitors; active = well fitted inhibition curve with a large enough effect in the polarisation, with a control signal flat, not every such curve was filed as active; inconclusive = small, poorly fitted or top-dose-only effect, or effect the other way, or a change in a side signal; inactive = no such curve, though single readings can be large or run the other way; the % refers to the polarisation; also: % is scaled to controls: 0 for no effect and ±100 for the full control effect
# Target sequence (Q13526 whole entry, looked up): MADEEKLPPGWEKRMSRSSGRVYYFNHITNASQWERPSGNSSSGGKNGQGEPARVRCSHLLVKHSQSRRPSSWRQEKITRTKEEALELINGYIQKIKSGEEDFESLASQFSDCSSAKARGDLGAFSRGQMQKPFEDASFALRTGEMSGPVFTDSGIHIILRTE
# TrxR1 inh: blocks rat thioredoxin reductase 1. recombinant rTrxR1, NADPH fluorescence consumption, selenite substrate. Potency, µM (top dose mostly 114 µM), for inactives: at the highest dose activity change, negative = inhibition, hits mostly inhibitors. 390,000 tested, 1% active. AID 588453; also: % is scaled to controls: 0 for no effect and ±100 for the full control effect; nearly all actives have a fitted effect of over 65% in size
# Target sequence (O89049 whole entry, looked up): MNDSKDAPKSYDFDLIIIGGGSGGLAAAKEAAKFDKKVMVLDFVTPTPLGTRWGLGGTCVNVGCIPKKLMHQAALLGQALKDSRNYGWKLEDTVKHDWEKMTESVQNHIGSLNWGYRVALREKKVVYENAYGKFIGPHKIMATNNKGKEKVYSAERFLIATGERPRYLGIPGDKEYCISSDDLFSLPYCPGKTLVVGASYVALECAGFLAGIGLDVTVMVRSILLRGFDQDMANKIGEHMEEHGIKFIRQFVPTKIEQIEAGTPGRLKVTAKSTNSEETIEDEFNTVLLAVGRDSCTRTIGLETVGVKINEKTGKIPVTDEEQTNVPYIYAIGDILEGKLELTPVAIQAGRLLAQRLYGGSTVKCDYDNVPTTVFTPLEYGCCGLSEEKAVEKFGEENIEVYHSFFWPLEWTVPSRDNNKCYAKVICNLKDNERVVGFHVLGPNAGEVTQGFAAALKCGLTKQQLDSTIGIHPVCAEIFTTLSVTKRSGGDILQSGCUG
#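 Rat TrxR1 (90 nM in the dispensed reagent) was pre-reduced with 400 uM NADPH for 5 min at room temperature, then incubated with compound for 15 min. After 400 uM selenite was added, NADPH fluorescence (Ex 340/Em 450 nm) was followed for 8 min.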
# GLS inhibitor: glutaminase GLS (human) inhibition; Potency, µM (series often up to 45.5 µM), inactives show at the highest dose activity change, negative = inhibition, most hits filed as inhibitors; 410,000 tested, 0.21% active; GLS enzymatic activity, qHTS titration; also: % is scaled to controls: 0 for no effect and ±100 for the full control effect
#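 Coupled fluorescence readout: glutamate oxidase/HRP/Amplex Red detect glutamate formed by hKGA from L-glutamine (1 mM solution added). Buffer 45 mM KH2PO4 pH 8.2, 0.02% Tween-20; reads at t0 and 30 min RT.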
# RGS4 inh: blocks human RGS4-accelerated GTP hydrolysis; P49798; Transcreener GDP fluorescence polarization, RGS4-accelerated GTP hydrolysis; Potency, µM (titrated, usually from 114 µM), for inactives: at the top dose activity change, negative = inhibition, actives largely listed as inhibitors; 390,000 tested, 0.039% active; also: % is scaled to controls: 0 for no effect and ±100 for the full control effect; nearly all actives have a fitted effect of over 75% in size; some results filed as inactive show a strong effect at the top dose
# Target sequence (P49798 whole entry, looked up): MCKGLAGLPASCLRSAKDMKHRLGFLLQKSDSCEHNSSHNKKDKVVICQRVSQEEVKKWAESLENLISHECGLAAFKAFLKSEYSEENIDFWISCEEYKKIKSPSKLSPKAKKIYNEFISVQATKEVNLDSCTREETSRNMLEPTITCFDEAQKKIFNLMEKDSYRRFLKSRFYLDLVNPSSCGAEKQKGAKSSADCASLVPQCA
#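 MLSMR compounds (23 nl, pin-transferred) preincubated 10 min at room temperature with a 500nM (2x) first reagent, then RGS4 at 900nM (2x) plus Transcreener GDP mix added; fluorescence polarization (620/688 nm) read before and after 90 min at 30 °C.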
# ERG Ets-DNA blk: blocks human ERG Ets domain binding to DNA; 370,000 tested, 0.028% active; fluorescence polarization, His-ERG Ets domain / labelled DNA; P11308; Potency, µM (top dose mostly 76.9 µM), without a hit: top-dose FP activity, negative = inhibition, most hits filed as inhibitors; active = well fitted inhibition curve with a large enough effect in the polarisation, with a control signal flat; inconclusive = small, poorly fitted or top-dose-only effect, or effect the other way, or a change in a side signal; inactive = no such curve, though single readings can be large or run the other way; the % refers to the polarisation;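 also: polarization taken with two DNA probes labelled with fluorescein and Texas red; % of control where 0% means no effect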
#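 His-tagged ERG Ets domain (1 uM in the protein solution; 300mM KCl, 50mM Tris-HCl, 1mM EDTA, 1mM DTT, pH 7.5) received compound, then a probe mix of 5 nM fluorescein-DNA and 100nM Texas-615-DNA. Fluorescence polarization was read for both dyes.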
# JMJD2A Tudor inh: JMJD2A Tudor domain (human) inhibition. O75164. AlphaScreen JMJD2A-Tudor / H3K4me3 peptide binding. Potency, µM (series often up to 114 µM), without a hit: at the top dose activity change, negative = inhibition, hits mostly inhibitors. 390,000 tested, 4.4% active; also: % is scaled to controls: 0 for no effect and ±100 for the full control effect; nearly all actives have a fitted effect of over 50% in size
# Tb PGK inh: blocks T. brucei phosphoglycerate kinase | P07378 | PGK/GAPDH coupled, Kinase-Glo luminescence, 60 min | Potency, µM (doses to about 57.5 µM), without a hit: at the top dose activity change, negative = inhibition, hits mostly inhibitors | 380,000 tested, 0.043% active | AID 602233; also: % is scaled to controls: 0 for no effect and ±100 for the full control effect; nearly all actives have a fitted effect of over 60% in size
#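 Luminescent ATP detection (Kinase-Glo Plus) follows a 60-minute room-temperature incubation, with wells lacking PGK as controls. Buffer: 100 mM TEA (pH 7.6), 5 mM MgCl2, 0.01% Tween-20. Coupling enzyme GAPDH (100 nM final) supplies unstable 1,3-BPG in-well.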
# Starred values were filed as active, the others as inactive; i = inactive; ? = inconclusive; nt = no result given; & = joins results of further samples; [ ] = dose if it differs, or a comment. Unless noted, calls follow the shape of the dose curve; as a rule, active = well fitted curve in the direction sought with a large enough effect; inconclusive = small, poorly fitted or top-dose-only effect, or another doubt; inactive = no such curve, though single readings can be large; an effect the other way counts as inactive or inconclusive. Potency is read from the fitted curve at half-maximal effect.
SMILES,HP1b binding inh,ALOX12 inh,Pin1 inhibitor,TrxR1 inh,GLS inhibitor,RGS4 inh,ERG Ets-DNA blk,JMJD2A Tudor inh,Tb PGK inh
COc1ccccc1NC(=O)c1ccc(NC(=O)COC(=O)CC(NC(=O)c2ccccc2Cl)c2ccccc2)cc1 (centres undefined),42%[activator],-5%,11%,10%,-9%,-22%,2%,-15%,-10%
Cc1cc(=O)[nH]c(N/N=C/c2ccc(Cl)c([N+](=O)[O-])c2)n1,48%[activator],-1%,0%,8%,1%,-14%,5%,-17%,-2%
CC1(C)CC(=O)C2=C(C1)OC1=C(C2)C(=O)CC(C)(C)C1,33%,-13%,-5%,2%,-3%,-13%,nt,-3%,-4%
CNC(=O)c1[nH]cnc1C(=O)N[C@@H](C)C(=O)OCc1ccccc1,65%[activator],2%,3%,16%[57.1 µM],1%,-3%,-12%,-33%,i
CCN(C(=O)COC(=O)c1sccc1C)c1c(N)n(Cc2ccccc2)c(=O)[nH]c1=O,23%,-24%,1%,-9%,2%,-10%,nt,-9%,i
O=C(NCCN1CCOCC1)C1CCN(c2nc3ccccc3o2)CC1,13%,-2%,1%,0%[57.1 µM],-5%,14%,-2%,-6%,17%
COCCCNC(=O)C1CCCN(S(=O)(=O)c2ccc3c(c2)oc(=O)n3C)C1 (centres undefined),21%,-18%,-3%,9%,2%,9%,0%,-14%,-8%
N#Cc1c(SCC(=O)Nc2nccs2)sc2c(O)cc(=O)[nH]c12,-5%,?,?,4%,1%,-44%,24%,-35%,-11%
O=C(Cn1ncc2c(=O)oc3ccccc3c21)NCCCN1CCCC1=O,48%[activator],365%[activator],-2%,12%[57.1 µM],-6%,6%,-11%,-11%,-2%
CCCCCCn1c(N2CCN(c3ccccc3)CC2)nc2c1c(=O)[nH]c(=O)n2C,-28%,0%&-27%,?,11%[0.457 µM],16%,13%,3%,?,-11%

# Three of the entries above in order of the ERG Ets-DNA blk value, high to low.
SMILES,HP1b binding inh,ALOX12 inh,Pin1 inhibitor,TrxR1 inh,GLS inhibitor,RGS4 inh,ERG Ets-DNA blk,JMJD2A Tudor inh,Tb PGK inh
Cc1cc(=O)[nH]c(N/N=C/c2ccc(Cl)c([N+](=O)[O-])c2)n1,48%[activator],-1%,0%,8%,1%,-14%,5%,-17%,-2%
COc1ccccc1NC(=O)c1ccc(NC(=O)COC(=O)CC(NC(=O)c2ccccc2Cl)c2ccccc2)cc1 (centres undefined),42%[activator],-5%,11%,10%,-9%,-22%,2%,-15%,-10%
O=C(NCCN1CCOCC1)C1CCN(c2nc3ccccc3o2)CC1,13%,-2%,1%,0%[57.1 µM],-5%,14%,-2%,-6%,17%

# Next compounds
SMILES,HP1b binding inh,ALOX12 inh,Pin1 inhibitor,TrxR1 inh,GLS inhibitor,RGS4 inh,ERG Ets-DNA blk,JMJD2A Tudor inh,Tb PGK inh
CCCc1nnc(NC(=O)c2cc(=O)c3ccccc3o2)s1,34%,0%&8%,0%,-7%,3%,-16%,4%,1%,10%
CCC(NC(=O)Nn1cnnc1)(C(F)(F)F)C(F)(F)F,12%,0%,3%,16%,-16%,-7%,3%,-20%,3%
COCCNC(=O)NC(=O)COC(=O)C1(c2ccc(Cl)cc2)CC1,29%,-6%,-10%,17%,-1%,2%,-17%,-4%,0%
COC(=O)c1cc(OC)c(OC)cc1NC(=S)N1CCN(C)CC1,4%,20%,-1%,7%,41%[activator],-1%,nt,-12%,i[11.5 µM]
CCN(CC)CCNC(=O)C1c2cc(OC)c(OC)cc2C(=O)N2CCc3ccccc3C12 (centres undefined),51%[activator],-29%,1%,35µM*,9%,-10%,-12%,-12%,-5%
COc1ccc(/C=N/Nc2nc(=O)[nH]nc2C)cc1[N+](=O)[O-],7%,-5%,10%,-5%[57.1 µM],-18%,12%,-9%,?,-3%
COc1ccc(-c2cc(=O)oc3cc(OC(C)C(=O)Nc4ccc(CN5CCOCC5)cc4)ccc23)cc1 (centres undefined),24%,0%,41%[activator],-5%,7%,24%[11.4 µM],1%,-36%,-1%
CSc1ncc(CN2CCc3c([nH]c4ccccc34)C2C(C)(C)C)cn1 (centres undefined),-3%,-16%,3%,8%[57.1 µM],1%,11%,-2%,?,-3%
CC(C)CN(C(=O)COC(=O)/C=C/c1cccs1)c1c(N)n(Cc2ccccc2)c(=O)[nH]c1=O,5%,-15%,4%,-3%,0%,10%,25%,-19%,-9%
Cc1cc(C(=O)N2CCN(C/C=C/c3ccccc3)CC2)cs1,20%,0%,9%,-22%,2%,-9%,0%,-15%,i
CCOc1cc(/C=N/NC(=O)CSc2nncn2C)ccc1OCC(N)=O,-9%,200%[activator],7%,21%[57.1 µM],6%,5%,6%,-1%,-9%
CCCSc1ncc(Cl)c(C(=O)Nc2sc3c(c2C(N)=O)CCCC3)n1,4%,-33%,9%,40%&3%[activator],7%,-3%,-2%,-16%,nt
O=C(CC1CCCC1)N1CCN(S(=O)(=O)c2cccc(F)c2)CC1,31%,-3%,-5%,5%[57.1 µM],1%,-24%,-8%,4%,2%
COc1ccc(/C=C2\CCC(C3CCCC3)C2=O)cc1Cn1nc(C)cc1C (centres undefined),13%,-4%,6%,-30%,10%,24%,-7%,-15%,4%
CCOC(=O)c1ccc(-n2c(C)nc3ccc(Br)cc3c2=O)cc1,30%,0%,-1%,-12%[57.1 µM],-13%,-19%,-18%,-12%,-5%
Cc1ccc2onc(CC(=O)N3CCN(c4ccc(F)cc4)CC3)c2c1,-17%,-17%,-8%,?,9%,-19%,-1%,?,-9%
N#Cc1c2c(c(-c3ccccc3Cl)[nH]c1=S)CCCC2,14%,-17%,-19%,?,?,?,6%,-21%,-10%
COc1ccc(C(=O)N2CCN(C(=O)Cc3ccccc3)CC2)cc1,16%,2%,-5%,14%[57.1 µM],0%,7%,1%,-7%,-6%
O=C(Nc1ccc2c(c1)OCCO2)c1ccc2nccnc2c1,21%,14%,-6%,?,4%,6%,nt,-5%,nt
CCOC(=O)c1[nH]c(C)c(CCC(=O)NCc2ccccc2Cl)c1C,20%[57 µM],-16%,-1%,25%[57.1 µM],4%,-18%,8%,-23%,i

# An excerpt from above in order of molar mass, smallest number first:
SMILES,HP1b binding inh,ALOX12 inh,Pin1 inhibitor,TrxR1 inh,GLS inhibitor,RGS4 inh,ERG Ets-DNA blk,JMJD2A Tudor inh,Tb PGK inh
COC(=O)c1cc(OC)c(OC)cc1NC(=S)N1CCN(C)CC1,4%,20%,-1%,7%,41%[activator],-1%,nt,-12%,i[11.5 µM]
CSc1ncc(CN2CCc3c([nH]c4ccccc34)C2C(C)(C)C)cn1 (centres undefined),-3%,-16%,3%,8%[57.1 µM],1%,11%,-2%,?,-3%
CCN(C(=O)COC(=O)c1sccc1C)c1c(N)n(Cc2ccccc2)c(=O)[nH]c1=O,23%,-24%,1%,-9%,2%,-10%,nt,-9%,i

# Later entries
SMILES,HP1b binding inh,ALOX12 inh,Pin1 inhibitor,TrxR1 inh,GLS inhibitor,RGS4 inh,ERG Ets-DNA blk,JMJD2A Tudor inh,Tb PGK inh
Cc1ccc(CSc2ncc(Cl)c(C(=O)NCc3ccccc3)n2)cc1,38%,-21%,-18%,8%,0%,-1%,1%,-5%,i
Cc1ccc(NC(=O)CSCC(=O)NCc2ccco2)cc1,-4%,-56%,-6%,-4%[57.1 µM],3%,-4%,17%,-24%,i
Cc1cc(C)c(C(=O)NC2CCCc3c2cnn3-c2cccc(C)c2C)o1 (centres undefined),-1%,-5%,-3%,9%,6%,31%,-3%,-35%,-9%
CCOc1cc(NC(=O)c2ccccc2C)c(OCC)cc1NC(=O)C1=Cc2ccccc2OC1,18%,0%,-2%,16%,-2%,-12%,-10%,-2%,-10%
COCCSc1ccccc1C(=O)N1CCN(Cc2ccccc2)CC1,54%[activator],-2%,-8%,6%,-2%,-5%,-4%,2%,-3%
COc1ccc(CCN(Cc2ccccn2)C(=S)Nc2ccc(C)cc2)cc1OC,-17%,2%,-1%,2%[57.1 µM],-5%,-3%,0%,-30%,-5%
COc1ccc(NC(=O)CC2SC(=NCC3CCCO3)NC2=O)c([N+](=O)[O-])c1 (centres undefined),61%[activator],1%,6%,10%,-7%,0%[56.9 µM],-15%,-6%,-4%
CC1(C)CC(NC(=O)C23CCC(C)(C(=O)C2)C3(C)C)CC(C)(C)N1 (centres undefined),13%,-2%,4%,3%[57.1 µM],0%,22%,-5%,-16%,-8%

# Grouped by structure, the compounds so far containing two or more sulfur atoms (2)
SMILES,HP1b binding inh,ALOX12 inh,Pin1 inhibitor,TrxR1 inh,GLS inhibitor,RGS4 inh,ERG Ets-DNA blk,JMJD2A Tudor inh,Tb PGK inh
N#Cc1c(SCC(=O)Nc2nccs2)sc2c(O)cc(=O)[nH]c12,-5%,?,?,4%,1%,-44%,24%,-35%,-11%
CCCSc1ncc(Cl)c(C(=O)Nc2sc3c(c2C(N)=O)CCCC3)n1,4%,-33%,9%,40%&3%[activator],7%,-3%,-2%,-16%,nt

# The list is partial; rates above refer to the full screens.
